# TRAIL sens C8 – viability loss with TRAIL in NB7+C8 cells, primary screen, TRAIL sensitizer project, cell-based, ATPlite luminescence; actives 1% (n = 360,000); inhibition (viability loss, TRAIL sensitization), % at 10 µM;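 active = compounds causing at least 50% loss of cell viability in the single-dose screen, relative to plate controls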
# NR2E3 ag-1 – NR2E3 agonists in two-hybrid cells, primary screen, cell-based, luminescence, CHO-S, Gal4-NCOR/VP16-NR2E3; Photoreceptor-specific nuclear receptor (Homo sapiens), Q9Y5X4; luciferase; inhibition of corepressor binding, % at 3.98 µM; actives 0.35% (n = 360,000); AID 602229, 2012;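 active = inhibition above the mean of all tested compounds plus 3 SD, cut at about 70% in these data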;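 also: 0% = DMSO with NR2E3 transfected cells and 100% = cells lacking NR2E3 construct; higher means lower luciferase signal from less NR2E3 corepressor binding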
# Target sequence (Q9Y5X4 whole entry, looked up, the tested form may be a part): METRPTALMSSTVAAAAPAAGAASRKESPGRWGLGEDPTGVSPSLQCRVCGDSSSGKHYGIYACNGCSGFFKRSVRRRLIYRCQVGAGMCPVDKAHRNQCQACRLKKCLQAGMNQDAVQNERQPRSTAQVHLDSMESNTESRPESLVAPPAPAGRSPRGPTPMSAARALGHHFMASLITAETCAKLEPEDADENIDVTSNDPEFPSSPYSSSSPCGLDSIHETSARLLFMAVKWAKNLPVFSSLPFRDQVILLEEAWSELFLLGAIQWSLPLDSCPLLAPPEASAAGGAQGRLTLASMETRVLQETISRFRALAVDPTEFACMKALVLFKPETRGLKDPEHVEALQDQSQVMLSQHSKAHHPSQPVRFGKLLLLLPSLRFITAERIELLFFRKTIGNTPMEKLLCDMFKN
# iPSC survival up – enhancers of single-cell hiPSC survival, primary screen, ATPlite luminescence; 100% = ROCK inhibitor wells, 0% = DMSO; survival enhancement, % at 20 µM; actives 0.044% (n = 360,000); in the data active = survival enhancement above about 18%;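 also: cells exposed to compounds for 16 hours before the ATP read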
# NR2E3 ag-2 – inhibitors of NR2E3-RetCOR corepressor binding, primary screen, NR2E3 agonist project, biochemical, TR-FRET, GST-NR2E3, biotin-RetCOR; Photoreceptor-specific nuclear receptor (Homo sapiens), Q9Y5X4; 1536-well; inhibition of corepressor binding, % at 4.78 µM; actives 0.12% (n = 320,000); AID 2300, 2010;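 active = percent inhibition above the cutoff of mean plus 3 SD of all tested compounds, set per screening campaign, cut at about 20% in these data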;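 also: 0% = DMSO wells and 100% = biotin wells as full block of FRET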
#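 Material – GST-tagged NR2E3 plus biotinylated RetCOR corepressor · Quantity – NR2E3 fusion 1.35 nM · Times – 5 h incubation at 4 °C · Medium – pH 7.5 Tris-based buffer · Technique – TR-FRET, Eu(K)-anti-GST donor, streptavidin-D2 acceptor, ex 340, em 617/671 nm · Benchmarks – high control biotin, low control 0.6% DMSO · Format – 1536-well plates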
# CF NFkB inh – inhibitors of PAF-induced NF-kB signaling, primary screen, cell-based, GFP fluorescence, uHTS; KKLEB NF-kB-GFP reporter, GFP fluorescence overnight; inhibition, % at 5 µM; actives 0.86% (n = 360,000); AID 588850, 2011;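 active = at least 50% inhibition at 5 µM, scaled per plate between neutral and stimulator controls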;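 also: PAF is a Pseudomonas aeruginosa culture filtrate used as stimulus; plate controls were PAF-stimulated DMSO wells for no effect and unstimulated DMSO wells for full effect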
# Peg3 promoter – Peg3 promoter-driven luciferase inhibitors, primary screen, cell-based, HeLa, luciferase luminescence; HeLa PEG-Prom luciferase reporter, overnight; actives 1.7% (n = 360,000); inhibition, % at 20 µM;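 active = inhibition of at least 50% at 20 µM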
# Shn3 inh set2 – reduction of Shn3 3'UTR firefly luciferase signal, primary screen, Schnurri-3 inhibitor project, cell-based, Clone20 osteoblasts, set 2; Clone20 osteoblast Shn3 3'UTR firefly luciferase, 24 h; inhibition, % at 12.5 µM; actives 0.52% (n = 360,000); AID 588674, 2011;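 active = mean inhibition of at least 75% with every replicate also reaching 75%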;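 also: 0% = median of neutral control wells and 100% = pilot-screen positive control compound; some compounds past the cut are filed as inactive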
# TRPM1 prom inh – inhibitors of MITF-dependent TRPM1 promoter reporter, primary screen, cell-based, SK-MEL-5, single point, luciferase; AID 488899, 2010; inhibition, % at 12.5 µM; actives 0.83% (n = 330,000); SK-MEL-5 TRPM1 promoter luciferase, 24 h;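 active = mean inhibition across replicates of 60% or more, whatever share of single replicates reaches that level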; also: values of inactives mirror those of a sister screen read the other way
# EBV LMP1 NFkB – EBV LMP1-driven NF-kappaB luciferase reporter inhibitors, primary screen, cell-based, luminescence, single point | LMP1-induced NF-kappaB luciferase reporter cells | inhibition, % at 12.5 µM | actives 0.69% (n = 350,000) | AID 504558, 2011; in the data active = inhibition above about 41%;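 also: 0% = neutral control wells and 100% = reference inhibitor control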
# KKLEB cytotox – cytotoxicity in KKLEB CF airway cells, primary screen, cytotoxicity control for CF NF-kB inhibitor project, cell-based, uHTS, fluorescence assay plates | KKLEB CF airway cells viability, ATPlite luminescence, overnight; hits give low values; cells stimulated with P. aeruginosa culture filtrate | activity change (cytotoxicity), % at 5 µM | actives 0.36% (n = 360,000) | AID 602141, 2011;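 active = corrected activity change at or below -50% at 5 µM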
# HIF-2a block – HIF-2a reporter inhibitors, primary screen, luminescence, 786-0 RCC cells. actives 0.72% (n = 360,000). 786-0 RCC cells HIF-2a reporter, luciferase luminescence, overnight. inhibition, % at 18.8 µM;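 active = inhibition of the luminescence signal of 40% or more relative to plate controls, in a single-dose primary screen at 18.75 µM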
# Numbers without * were called inactive; / = not tested or not shown.
canonical_smiles	TRAIL sens C8	TRPM1 prom inh	NR2E3 ag-2	Shn3 inh set2	HIF-2a block	NR2E3 ag-1	KKLEB cytotox	Peg3 promoter	iPSC survival up	EBV LMP1 NFkB	CF NFkB inh
O=C(CCN1CCCO1)N1CCCC(N2CCN(c3ccccc3F)CC2)C1 (configuration not stated)	-6	-10	1	1	5	16	-5	-2	-0.6	10	13
CC(=O)c1sc(NC(C)c2ccccc2)nc1C (configuration not stated)	-3	-3	0	-11	6	-13	2	3	0.9	0	-10
C=CCNc1nc2cc(-c3ccccc3C)sc2c(=O)n1C	22	/	/	-46	-177	-66	-4	-47	0.6	/	12
CCN(CC)C(=O)Cn1c(=O)n(CCC(=O)Nc2ccc(F)cc2)c(=O)c2sccc21	5	-1	0	-3	14	-35	-3	-9	-0.6	-15	-17
COc1ccc(CNC(=O)CCCCCNC(=O)N2CCn3c2nc2ccccc23)cc1	13	-5	0	-11	-1	-29	3	-13	-0.4	0	-5
COCC1CCN(C(=O)CCc2nnc(CCCCc3ccccc3)o2)CC1	-2	9	-2	11	-16	-16	12	-4	-2.4	7	-5
CCCNC(=O)NC(=O)CSc1ccc(C)cc1C	-7	-2	3	-12	-7	-75	-10	10	-1.1	6	-10
COc1ccc(C2/C=C\CC(NS(=O)(=O)c3ccc(C)cc3)CC(=O)N2Cc2ccccc2F)cc1 (configuration not stated)	-4	-9	/	2	-41	-24	7	-21	-1.7	2	-3
O=C(NCCc1ccc(Cl)cc1)C1CCN(c2cnccn2)CC1	-8	-4	2	3	15	5	-2	2	-3.0	-1	10
Cn1cc(CC(=O)NCc2ccc(F)cc2)c2ccccc21	-8	-4	1	-19	-24	-14	2	-25	-0.2	10	-2
COc1ccc(NC(=O)N(C)C[C@@H]2OCc3cnnn3CCCC(=O)N([C@H](C)CO)C[C@H]2C)cc1	3	/	/	-9	-8	-31	11	10	1.1	0	-21
CC1CCN(c2ccc(S(=O)(=O)NC3=NCCCCC3)cc2[N+](=O)[O-])CC1	5	6	-4	46	5	14	-6	1	-0.8	-1	0
O=C(N/N=C/c1ccncc1)c1cccc(S(=O)(=O)N2CCCC2)c1	-4	6	/	-10	3	9	12	23	-0.4	2	-2
C/C=N/NC(=O)CCCC(=O)N/N=C/C	-4	12	7	-1	12	-37	0	14	1.1	4	17
O=C(NCc1cccnc1)/C(=C/c1ccc(-c2cccc(Cl)c2)o1)S(=O)(=O)c1ccccc1	-18	-19	1	-14	43*	22	-13	15	-1.5	-12	6
Cc1nc2c(-c3ccc(F)cc3)c(C)nn2c(C)c1CCC(=O)N1CCN(c2ccccc2)CC1	-4	/	0	-10	18	-3	-10	18	0.7	1	7
CC(C)c1ccc(/C=C2\SC(=O)N(CC(=O)NC3CCS(=O)(=O)C3)C2=O)cc1 (configuration not stated)	39	-42	2	-23	-184	2	-1	-329	-0.7	-18	9
CN(C)C(=O)c1cccn(Cc2ccc(C(F)(F)F)cc2)c1=O	-4	17	-2	-13	11	2	-3	5	2.4	2	2
CC(C)Oc1ccc(/C(O)=C2/C(=O)C(=O)N(CCN3CCNCC3)C2c2ccc(C(C)C)cc2)cc1 (configuration not stated)	-14	4	-1	-31	5	-18	-6	-2	-0.5	-3	-4
COc1ccc(-c2nnc(SCC(=O)Nc3cccnc3Cl)n2C)cc1	-1	4	2	0	4	-18	12	-11	-0.6	3	-16
O=C(Nc1cccc(O)c1)c1ccc(Br)c(S(=O)(=O)N2CCCCC2)c1	8	-35	3	-9	-46	-1	8	-52	-1.8	-7	6
O=C(N/N=C/c1ccccc1O)C1SCCCS1	44	7	4	38	-36	0	12	12	0.5	11	-7
O=C(COc1cccc2cccnc12)NCc1cccs1	3	12	-1	12	-22	-17	5	1	-1.1	-7	-10
Cc1ccccc1C(=O)NCCCNC(=O)c1ccco1	-21	7	3	7	21	5	5	11	-0.4	-14	-18
CC(=O)c1c(O)cc(C)n(Cc2ccccc2)c1=O	5	-6	-6	-18	-12	-19	1	-4	-0.2	-13	4
Cc1ccccc1Cn1cc(NC(=O)c2cc(C3CC3)on2)cn1	4	-24	-4	-3	-144	-72	3	-81	-0.2	-15	-8
O=C(COc1cc2oc(=O)c3c(c2cc1Cl)CCC3)NCC(O)c1ccccc1 (configuration not stated)	2	-28	0	59	0	-16	1	2	0.1	-3	3
COc1ccc(CCNC(=O)c2nnn(-c3ccccc3OC)c2N)cc1OC	-8	-9	-2	13	-6	-5	4	-2	-1.9	2	-12
Cc1cc(C)c2nc(C(F)(F)F)nc(N3CCN(C(=O)c4ccco4)CC3)c2c1	4	5	5	72	8	-5	-8	14	-2.7	16	28
Cc1c(N=Nc2c(-c3ccc([N+](=O)[O-])cc3)[nH]n(C(N)=S)c2=O)cccc1[N+](=O)[O-]	22	62*	/	16	4	-16	-46	16	-1.2	33	26
Nc1ccccc1Nc1c(F)c(F)nc(F)c1Cl	0	16	-2	10	18	-14	1	3	0.3	2	8
CCNC(=S)N(CCc1c(C)[nH]c2ccc(C)cc12)Cc1ccco1	-2	12	2	-19	23	-3	-11	26	-2.8	-6	16
O=C(CN1CCN(C(=O)c2ccccc2)CC1)NC(=O)NCCC1=CCCCC1	2	-5	/	10	12	44	-9	15	3.7	1	-57
CN(C(=O)CCS(=O)(=O)c1ccc2c(c1)oc(=O)n2C)C1CCCCC1	2	3	2	-22	9	-7	6	9	-0.2	-4	-1
Cc1ccc(-n2c(N)c(C(N)=O)sc2=S)c(C)c1	9	-2	1	-1	-9	-4	-12	1	-2.6	4	19
O=C(CN1C(=O)NC2(CCCC2)C1=O)NCc1ccc(Cl)cc1	4	5	/	3	8	-6	12	3	0.2	-3	-18
CC(C)COC(=O)c1ccc(N2C(=O)c3ccccc3C2=O)cc1	5	1	2	-3	2	-14	16	-2	0.2	-13	-1
CC(C)n1cnc2cc(NC(=O)c3ccco3)ccc21	37	-57	-4	-64	-158	-106	1	-175	-0.8	-11	1
O=C(NCCN1CCCCC1)Nc1ccc([N+](=O)[O-])cc1	8	4	0	-76	-1	5	-3	-1	-0.2	1	14
CCC[N+](CC#Cc1ccccc1)(CCC)CC(=O)c1ccc(Cl)cc1	5	11	-3	-8	9	5	-18	29	-2.2	3	26
O=S(=O)(c1ccc(Br)s1)N1CCN(c2ccnc3cc(Cl)ccc23)CC1	7	1	2	71	21	-18	15	20	0.9	13	-1
COc1ccc(CNC(=O)CN2CCN(c3cccc(C)c3C)CC2)cc1	3	-5	-2	23	7	-17	-27	22	1.1	-7	16
CN(C)C(=O)N1CCN(C(=O)N2CCOCC2)CC1	8	-4	1	9	14	0	6	21	4.6	6	1
O=C(Cc1nc2ccccc2[nH]1)NCc1ccco1	-9	6	1	6	-3	1	8	9	1.6	3	-5
Cc1cccc(Nc2ncnc(N)n2)c1	4	-22	2	-1	-39	-14	-6	-20	-1.6	-1	-2
CC(=O)N1CCCc2cc(S(=O)(=O)N3CCCC(C(=O)Nc4cccc(F)c4)C3)ccc21 (configuration not stated)	1	17	2	16	14	9	10	0	0.2	-2	-6
COC(=O)C1CCN(C(=O)COc2cc3sc(C)nc3c3sccc23)CC1	2	5	0	14	16	-4	-21	8	-3.2	5	16
CC(=O)c1c(Cl)nc2ccc(Br)cc2c1-c1ccccc1	9	11	1	15	-2	-10	-8	13	0.8	5	19

# Exported as labelled records: part of the list above.
mol: CC(C)COC(=O)c1ccc(N2C(=O)c3ccccc3C2=O)cc1
  TRAIL sens C8: 5
  TRPM1 prom inh: 1
  NR2E3 ag-2: 2
  Shn3 inh set2: -3
  HIF-2a block: 2
  NR2E3 ag-1: -14
  KKLEB cytotox: 16
  Peg3 promoter: -2
  iPSC survival up: 0.2
  EBV LMP1 NFkB: -13
  CF NFkB inh: -1

mol: CC(C)n1cnc2cc(NC(=O)c3ccco3)ccc21
  TRAIL sens C8: 37
  TRPM1 prom inh: -57
  NR2E3 ag-2: -4
  Shn3 inh set2: -64
  HIF-2a block: -158
  NR2E3 ag-1: -106
  KKLEB cytotox: 1
  Peg3 promoter: -175
  iPSC survival up: -0.8
  EBV LMP1 NFkB: -11
  CF NFkB inh: 1

# The results go on:
canonical_smiles	TRAIL sens C8	TRPM1 prom inh	NR2E3 ag-2	Shn3 inh set2	HIF-2a block	NR2E3 ag-1	KKLEB cytotox	Peg3 promoter	iPSC survival up	EBV LMP1 NFkB	CF NFkB inh
COc1ccc(Cl)cc1N1C(=O)CC(N2CCc3ccccc32)C1=O (configuration not stated)	1	12	0	8	15	-2	1	11	-0.1	15	3
O=C(CCCN1C(=O)/C(=C/c2ccccc2Cl)SC1=S)NNC(=O)c1ccccc1	28	8	0	10	90*	24	-8	34	-1.3	23	14
N#Cc1ccccc1NS(=O)(=O)c1cc2c3c(c1)CCC(=O)N3CCC2	-9	-5	-3	-26	-2	4	2	20	-0.4	7	-3
O=C(COc1ccccc1)Nc1ccc(Cl)c(-c2nc3ncccc3o2)c1	19	5	-3	10	-23	-17	-4	-11	4.9	6	-18
Cc1ccc(S(=O)(=O)N2CCC(=O)N(C(COCc3cccc(C)c3)Cc3ccccc3)CC2)cc1 (configuration not stated)	-16	12	1	15	18	13	0	12	8.0	0	1
O=C(CCCn1ncn2c(cc3occc32)c1=O)N1CCc2ccccc2C1	1	17	0	18	5	2	-3	9	-0.3	-8	2
O=C(NCN1CCN(CCO)CC1)c1cnccn1	8	5	3	-8	3	5	2	10	5.4	1	-2
Cc1ccc(NC(=O)CN2C(=O)C(=O)N(C3CCCC3)C2=O)c(Cl)c1	-3	-4	11	1	7	18	-2	-4	-2.5	-5	-8
CCOC(=O)c1ccc(NC(=O)CC2Sc3ncnn3C2=O)cc1 (configuration not stated)	-5	-3	0	-2	14	-36	15	-2	-0.7	-11	16
COC(=O)C1C/C(=N\NS(=O)(=O)c2ccc(C)cc2)c2ccsc2C1 (configuration not stated)	7	-10	2	10	19	-10	-12	3	0.1	-6	-5
COc1ccc(C(=O)Nc2ccccc2C(=O)NCc2ccco2)cc1	16	-5	-1	-7	-51	-16	4	-18	2.0	6	0
C=C1CCN([C@@H](C)C(=O)OCc2ccc(C)cc2)S(=O)(=O)c2ccccc21	-2	1	3	2	-1	12	4	11	-1.8	-5	17
O=C(c1ccncc1)N1CCN(C(=O)c2ccco2)CC1	-17	3	0	12	-5	-3	9	-9	5.5	-1	-15
CCOc1ccc(C(=O)Nc2ccc(N3CCN(S(C)(=O)=O)CC3)cc2)cc1[N+](=O)[O-]	-5	-1	3	10	20	-10	-5	18	4.0	-1	12

# These rows are one share of the data; the hit share may differ from the screen's.
